# tim23-1 inh: growth inhibitors of tim23-1 mutant yeast, primary screen, luminescence, uHTS; S. cerevisiae tim23-1 growth, BacTiter-Glo luminescence, 24 h; inhibition, % at 20 µM; hit rate 1.3% among 330,000; AID 463212, 2010;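 active = growth inhibition of the mutant yeast at or above 50%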;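 note: temperature-sensitive mutant grown at 25 °C; plate controls were DMSO-treated mutant yeast for no effect and medium wells lacking yeast for full effect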
# UPR XBP1 act: activators of adaptive XBP1 UPR arm, primary screen, cell-based, CHO-XBP1 luciferase reporter, luminescence, uHTS | IRE1-XBP1 UPR activation; percent of tunicamycin response, DMSO as zero | activation, % at 20 µM | hit rate 0.33% among 330,000 | AID 463104, 2010;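 active = versus positive control, 20 µM dose yields 30% or more activation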;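 note: 100% = tunicamycin at 10 µg/mL and 0% = DMSO only wells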
#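 incubation = overnight seeding at 37 °C, 6 h compound treatment at 37 °C | assay system = CHO-XBP1 cells stably carrying IRE1-XBP1-driven luciferase reporter | input = 1000 cells per well | detection = luciferase luminescence | dosing = single point, 20 µM final compound, 1% DMSO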
# Mdm2 MdmX PPI: inhibitors of human Mdm2-MdmX association, primary screen, cell-based, luminescence, split luciferase, SaOS-2, uHTS; inhibition, % at 8 µM; SaOS-2 split-luciferase Mdm2/MdmX complementation; hit rate 3% among 330,000; AID 485346, 2010;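 active = inhibition of at least 50% at 8 µM in the primary screen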
# UPR CHOP act: activators of apoptotic CHOP UPR arm, primary screen, cell-based, CHO-CHOP luciferase reporter, luminescence, uHTS; UPR activation; percent of tunicamycin response over DMSO baseline; activation, % at 10 µM; hit rate 0.34% among 330,000; AID 449763, 2010;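 active = at 10 µM dose, activation of 40% or more, normalized to positive control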;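 note: 100% = tunicamycin at 10 µg/mL and 0% = DMSO alone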
#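 Test system: CHO CHOP reporter cells. Input: 500 CHO-CHOP cells per well. Medium: F12 with 10% FBS. Technique: luciferase luminescence. Measure: percent activation relative to tunicamycin control. Dosing: 10 µM compound, 0.5% DMSO. Timing: 16-18 h cell attachment, then 6 h compound exposure, 37 °C.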
# APJ antag: antagonists of human apelin receptor APJ, primary screen, CHO-K1 cells, beta-arrestin complementation, luminescence; P35414; hit rate 0.32% among 330,000; inhibition, % at 20 µM;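 active = inhibition above about 40% at 20 µM, limit read from the data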;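 note: cells challenged with 10 nM apelin-13 agonist together with compound; plate controls were apelin-13 plus DMSO wells for no effect and DMSO wells lacking apelin-13 for full effect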
# EBI2 block: EBI2 receptor antagonists, beta-arrestin recruitment, primary screen, cell-based, luminescence, 7a,25-OHC stimulation, uHTS; G-protein coupled receptor 183 (Homo sapiens), P32249; 7a,25-OHC stimulated; inhibition, % at 5 µM; hit rate 0.81% among 360,000; AID 651636, 2012; in the data active = inhibition above about 38%;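 note: enzyme fragment complementation signal reports receptor beta-arrestin coupling in cells; 0% = agonist plus DMSO wells and 100% = wells without agonist; some results beyond the cut were filed as inactive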
# Target sequence (P32249 whole entry, looked up, the tested form may be a part): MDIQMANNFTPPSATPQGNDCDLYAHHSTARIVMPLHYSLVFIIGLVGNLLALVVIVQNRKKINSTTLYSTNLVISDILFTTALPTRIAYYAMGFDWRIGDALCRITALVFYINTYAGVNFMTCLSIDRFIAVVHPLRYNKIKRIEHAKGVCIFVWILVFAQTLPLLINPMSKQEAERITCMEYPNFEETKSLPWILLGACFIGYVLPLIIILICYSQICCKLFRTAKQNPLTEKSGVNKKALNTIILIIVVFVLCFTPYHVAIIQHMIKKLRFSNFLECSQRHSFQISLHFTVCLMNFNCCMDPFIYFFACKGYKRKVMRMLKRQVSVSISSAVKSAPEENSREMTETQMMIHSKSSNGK
# APJ agonist: agonists of human apelin receptor APJ, primary screen, CHO-K1 cells, PathHunter beta-arrestin, luminescence; P35414; 0% DMSO wells, 100% apelin; activation, % at 20 µM; hit rate 0.11% among 330,000;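 active = activation more than six SD over the plate average, tested at 20 µM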;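 note: 0% = DMSO alone and 100% = apelin-13 at 10 nM; some results filed as inactive read as strong as hits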
#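 Test system – PathHunter CHO-K1 APJ (AGTRL-1) beta-arrestin reporter cells · Input – 1000 cells/well · Compound – single test compound dose, 20 µM final, 1% DMSO · Times – compound stimulation 90 min at 25 °C, detection 60 min · Technique – beta-gal luminescence · Read-out basis – APJ–arrestin association signal · Control set – negative DMSO alone, positive Apelin-13 at 10 nM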
# CXCR6 block: CXCR6 receptor inhibitors, primary screen, cell-based, beta-arrestin, luminescence, CHO-K1 PathHunter, 1536-well; C-X-C chemokine receptor type 6 (Homo sapiens), O00574; inhibition, % at 20 µM; hit rate 0.36% among 360,000; AID 602244, 2012; in the data active = inhibition above about 34%, passing the limit was not always enough;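 note: antagonist mode with CXCL16 agonist at 10 nM final; 0% = 10 nM CXCL16 with DMSO and 100% = unstimulated wells without agonist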
# CCR6 antag: CCR6 receptor antagonists, primary screen, cell-based, CHO-K1, luminescence, beta-arrestin, uHTS; C-C chemokine receptor type 6 (Homo sapiens), P51684; CHO-K1 CCR6 PathHunter beta-arrestin, CCL20-stimulated; inhibition, % at 20 µM; hit rate 0.49% among 340,000; AID 493098, 2011;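 active = compounds whose inhibition of the agonist-driven luminescence signal at 20 µM reaches about 50%, limit read from the data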;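 note: cells stimulated with CCL20 at 14 nM final; plate controls were DMSO with CCL20 for no effect and DMSO without agonist for full effect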
# Target sequence (P51684 whole entry, looked up): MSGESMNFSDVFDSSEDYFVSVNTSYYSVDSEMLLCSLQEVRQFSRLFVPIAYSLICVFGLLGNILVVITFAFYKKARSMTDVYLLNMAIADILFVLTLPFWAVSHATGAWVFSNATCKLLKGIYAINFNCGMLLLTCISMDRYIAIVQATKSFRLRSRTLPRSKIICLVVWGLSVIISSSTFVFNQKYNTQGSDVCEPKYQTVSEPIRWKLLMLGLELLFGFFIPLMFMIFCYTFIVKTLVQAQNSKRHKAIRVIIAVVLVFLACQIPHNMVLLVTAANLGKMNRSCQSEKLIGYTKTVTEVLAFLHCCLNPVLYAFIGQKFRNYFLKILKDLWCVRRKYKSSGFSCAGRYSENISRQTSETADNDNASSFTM
# * hit, by the source's call; nt = not tested or not shown. This is a subset; count on the stated rates, not on these rows.
SMILES,tim23-1 inh,UPR XBP1 act,Mdm2 MdmX PPI,UPR CHOP act,APJ antag,EBI2 block,APJ agonist,CXCR6 block,CCR6 antag
CCCCOC(=O)Nc1cccc(Cl)c1C,20,4,9,2.7,19,7,1,4,3
CCOc1ccc(S(=O)(=O)N2CCN(C(=O)c3cccn3C)CC2)cc1,24,-1,-3,-1.1,8,-20,2,2,6
COC(/C=C/Nc1ccc(C)cc1)=C(C#N)C#N,13,-4,17,-0.7,-14,-9,1,-8,12
CC(C)CCN(C(=O)C1CCCC1)c1c(N)n(Cc2ccccc2)c(=O)[nH]c1=O,-1,2,-9,0.2,-1,-8,-1,5,10
Cc1cc(C)c(C#N)c(SCCS(=O)(=O)Cc2ccc(Cl)cc2)n1,-11,-2,8,-4.3,10,9,-1,-2,13
CCCCNC(=O)C(C)N(CCN(C)C)C(=O)CCCCCN1C(=O)NC(c2ccc(Cl)cc2)C(C(=O)OCc2ccccc2)=C1C (configuration not stated),35,7,97*,4.3,nt,0,nt,2,22
CN(CC(=O)Nc1cccc(F)c1)C(=O)C1CC(=O)N(CCc2ccccc2)C1 (configuration not stated),-8,-3,19,1.9,10,-3,-6,14,9
CC1(C)CC(=O)C(C=Nc2ccc3cn[nH]c3c2)=C(O)C1,28,30*,6,15,-6,1,-1,-4,3
COc1ccc(OC)c(NC(=O)c2cc(S(=O)(=O)N3CCCC3)cn2C)c1,-2,-1,4,-1.4,-8,-8,-3,1,3
C/C(=N\NC(=O)CSCc1cccc(Br)c1)c1ccc([N+](=O)[O-])cc1,4,0,-6,2.4,-35,1,0,-3,-9
CCCCNC(=O)CCNS(=O)(=O)c1ccc(Br)cc1,-14,-4,-1,-0.9,16,-16,-1,-8,-11
CC(=O)Nc1ccc(NC(=O)[C@@H]2CCCN2S(=O)(=O)c2ccc3c(c2)OCCO3)cc1,2,-2,-14,-2.6,2,-9,2,-5,12
Cc1cccc(NC(=O)c2cnn(-c3ccccc3)c2C)c1C,19,-2,-25,3.5,-25,-2,1,1,10
COC(=O)c1cc(Br)ccc1NC(=O)CCNC(=O)c1ccco1,7,3,-17,3.4,14,-6,-3,7,1
CCN(C(=O)c1cc2c(=O)n3ccccc3nc2n1C)C1CCCCC1,34,4,-9,1.2,12,2,1,7,-1
CCCCCCCCN1[C@@H](CC(=O)OCC)c2cc(C(F)(F)F)ccc2S1(=O)=O,12,-4,5,0.2,21,14,-5,6,21
Clc1ccc(CN2C3=NCCCN3c3ccccc32)c(Cl)c1,-6,-1,25,-0.6,19,8,-6,3,10
CCOc1cccc(SCc2noc(C(=O)NCC3CCCO3)c2C(=O)O)c1 (configuration not stated),6,0,8,-0.7,-15,-5,-5,-3,19
COc1ccc(C2C(C(=O)N3CCC(C(N)=O)CC3)CC(=O)N2c2ccc(OC)cc2)cc1 (configuration not stated),11,0,10,-1.0,12,-4,-5,2,3
CCN(CC)C(=O)Cn1cc(SCC(=O)NC2CCCC2)c2ccccc21,3,0,-47,0.6,4,17,1,-2,8
O=C(NCCCN1CCOCC1)c1ccccc1N1C(=O)[C@@H]2Cc3c([nH]c4ccccc34)C(c3cccc(Cl)c3)N2C1=O (some centres not stated),11,-3,49,1.3,-6,3,3,0,-3
O=C(O)c1cccc(Cn2cc(Cl)cn2)c1,-3,-2,20,-1.1,26,0,-1,7,4
Cc1cc(=O)n2ccccc2c1C#N,10,-1,13,-2.4,3,-7,-2,3,-4
COc1ccc(CCC(=O)NCCc2ccc(OC)c(OC)c2)cc1,6,3,-7,0.6,4,2,0,4,10
Nn1c(COc2ccccc2F)nnc1SCC(=O)NC1CC1,17,2,-5,-0.1,13,-7,13,-3,-5
O=C(COC(=O)/C=C/c1ccc(OC(F)F)cc1)NCCN1C(=O)CSC1=O,13,-3,-9,0.7,7,37,2,4,6
NS(=O)(=O)c1cccc(NC(=O)COC(=O)CNC(=O)c2ccc(-c3ccccc3)cc2)c1,13,-2,-15,2.3,-9,-9,-4,6,12
Cc1ccc(S(=O)(=O)Cc2ccc(C(=O)NCc3ccc4c(c3)OCO4)o2)cc1,18,-1,12,1.7,12,-4,-2,-14,-5
Cc1cc(C)n(CC(O)Cn2c3ccc(Cl)cc3c3cc(Cl)ccc32)c(=O)n1 (configuration not stated),54*,-4,24,0.9,6,15,0,-7,-9
CCCCCCNS(=O)(=O)c1ccc(Cl)s1,56*,-2,2,-2.4,0,-2,-1,2,7
COc1ccc(S(=O)(=O)Nc2nc3ccccc3nc2Nc2ccc3c(c2)OCO3)cc1,6,0,7,-1.4,-20,nt,2,nt,nt
Cc1c(Br)c(=O)oc2c(C)c(O)ccc12,23,1,-1,-0.2,-21,-9,1,-3,-7
O=C(COC(=O)c1ccc([N+](=O)[O-])s1)NCCc1ccccc1,49,0,15,-0.1,-60,-19,4,-5,-2
CN(C)c1ccc(-c2noc(C3CCN(S(=O)(=O)c4cccc(C(=O)O)c4)CC3)n2)cc1,6,1,-11,-1.2,-2,6,0,5,0
Cc1cc(C(=O)N2CCN(C/C=C/c3ccccc3)CC2)no1,15,1,12,1.8,11,12,-1,0,-7
O=C(C1CCN(Cc2ccc(F)cc2)CC1)N(CCO)Cc1ccccc1,4,-2,-18,-1.6,-1,8,0,3,6
OC(CN1CCCCC1)Cn1c2ccccc2c2ccccc21 (configuration not stated),-1,0,-3,1.1,-11,3,1,-1,10
CC(=O)N1CCc2c(sc(NC(=O)C3COc4ccccc4O3)c2C(N)=O)C1 (configuration not stated),-11,2,12,3.6,-3,-26,-3,0,-4
O=C1OCCC1Sc1nnc(-c2ccccc2)o1 (configuration not stated),13,-1,8,-0.6,-12,-9,7,-5,8
Cc1ccc(NC(=O)c2cncc(Br)c2)cc1S(=O)(=O)N(C)C,14,-1,5,3.2,17,-6,1,-3,17
COC(=O)c1ccc(NC(=O)Nc2ccccc2F)cc1,12,3,-182,5.6,9,-8,-3,-11,11
COc1c2c(nc3occc13)C(CCC(C)(C)O)(OC)C(O)CC2 (configuration not stated),21,0,-32,-1.6,-13,-3,6,2,9
CCN1CCN(C(=O)/C=C/c2c(F)cccc2Cl)CC1,-23,-2,-12,1.3,17,-3,-3,-9,10
CSc1nc2ccc(NS(=O)(=O)c3ccccc3F)cc2s1,35,-1,9,2.6,5,-4,-4,-3,-3
CC(C)c1nc(SCC(=O)N2CCCC2)c2c(=O)n(C)c(=O)n(C)c2n1,15,0,-31,0.2,0,3,5,8,3
CN(C)c1ccc(/C=N/NC(=O)c2ccccn2)cc1,10,-10,-23,-6.7,-9,-11,-2,-1,5
CC(C(=O)Nc1cccc(S(=O)(=O)N2CCOCC2)c1)N1CCN(C/C=C/c2ccccc2)CC1 (configuration not stated),30,-1,8,-0.7,4,-8,1,-4,3
O=C(Cc1cccs1)NNC(=S)NC(=O)c1ccc(F)c(F)c1,-11,1,11,4.9,4,-6,0,1,7
CCOCCCNC(=O)c1ccc(N2CCOCC2)c(NS(=O)(=O)c2ccc(OC)cc2)c1,9,4,-3,0.9,-12,-1,-3,0,4
N#C/C(C(=O)N1CCOCC1)=C1\Nc2ccccc2S1,24,-2,-8,6.2,0,5,-1,0,-2
CCN(CC(=O)NCc1ccc(F)cc1)C(=O)/C=C/c1ccco1,3,1,-12,-0.8,4,-2,-2,-8,5
COc1ccc(CC(=O)N/N=C/c2cc(Br)cs2)cc1OC,21,-6,23,2.9,6,7,3,-20,4
Cc1ccc(Nc2nc(N3CCOCC3)nc(N3CCOCC3)n2)cc1C,-8,6,42,3.7,13,-3,0,6,0
O=C(NC1CC1)C1=C[C@@H](C2CCCCC2)C[C@@H](OCc2ccc(CO)cc2)O1,17,5,-14,2.5,6,-3,0,0,5
OC1(c2ccc(F)cc2)CCN(Cc2cccnc2)CC1,4,-2,6,0.7,17,-9,-2,2,8
COc1ccc(C(=O)C[n+]2ccc(-c3nnc4n3CCCCC4)cc2)cc1,19,1,-20,0.0,-14,2,-1,1,16

# Entries listed so far with an aryl thioether with sulfur outside any ring:
SMILES,tim23-1 inh,UPR XBP1 act,Mdm2 MdmX PPI,UPR CHOP act,APJ antag,EBI2 block,APJ agonist,CXCR6 block,CCR6 antag
Cc1cc(C)c(C#N)c(SCCS(=O)(=O)Cc2ccc(Cl)cc2)n1,-11,-2,8,-4.3,10,9,-1,-2,13
CCOc1cccc(SCc2noc(C(=O)NCC3CCCO3)c2C(=O)O)c1 (configuration not stated),6,0,8,-0.7,-15,-5,-5,-3,19
CCN(CC)C(=O)Cn1cc(SCC(=O)NC2CCCC2)c2ccccc21,3,0,-47,0.6,4,17,1,-2,8
Nn1c(COc2ccccc2F)nnc1SCC(=O)NC1CC1,17,2,-5,-0.1,13,-7,13,-3,-5
O=C1OCCC1Sc1nnc(-c2ccccc2)o1 (configuration not stated),13,-1,8,-0.6,-12,-9,7,-5,8
CSc1nc2ccc(NS(=O)(=O)c3ccccc3F)cc2s1,35,-1,9,2.6,5,-4,-4,-3,-3
CC(C)c1nc(SCC(=O)N2CCCC2)c2c(=O)n(C)c(=O)n(C)c2n1,15,0,-31,0.2,0,3,5,8,3

# Arranged by value in APJ agonist (rising): some entries from above.
SMILES	APJ agonist
CSc1nc2ccc(NS(=O)(=O)c3ccccc3F)cc2s1	-4
CN(C)c1ccc(/C=N/NC(=O)c2ccccn2)cc1	-2
Cc1ccc(Nc2nc(N3CCOCC3)nc(N3CCOCC3)n2)cc1C	0

# Bioassay records: PubChem, Sanford-Burnham Center for Chemical Genomics
